Rac1 wt GTP bind – wildtype Rac1 GTP binding modulators, primary screen, biochemical, GST-Rac1 beads, flow cytometry, multiplex | Ras-related C3 botulinum toxin substrate 1 (Homo sapiens), P63000 | fluorescent GTP binding; actives lie on both sides; 0 = cold GTP competed, 100 = untreated | GTP binding activity (% of control), % at 10 µM | 0.27% of 190,000 active | AID 757, 2007;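 active = GTP binding activity at least 20 points away from the 100% control level, either lower or higher; inconclusive = compound flagged as likely green fluorescent, judged across all proteins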
Rab2A wt mod – modulators of GTP binding to Rab2A wildtype, primary screen, biochemical, dog, bead-based flow cytometry, multiplex | GTP binding activity, % at 10 µM | 0.19% of 190,000 active | AID 760, 2007 | Ras-related protein Rab-2A (Canis lupus familiaris), P61105 | GST-Rab2 wt beads, Bodipy-GTP binding;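 active = GTP binding activity at least 20 points away from 100%, either lowered or raised; inconclusive = signal likely due to the compound's own green fluorescence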;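 also: 0% = beads with excess unlabeled GTP and 100% = no-compound control corrected for plate trend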
ABCG2 block – ABCG2 efflux pump inhibitors, primary screen, multiplex with ABCB1, IgMXP3 cells, flow cytometry. Broad substrate specificity ATP-binding cassette transporter ABCG2 (Homo sapiens), Q9UNQ0. JC-1 efflux. inhibition, % at 6.6 µM. 0.1% of 190,000 active. AID 1325, 2008;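 active = inhibition above 80%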;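 also: 0% = DMSO and 100% = nicardipine control wells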
Target sequence (Q9UNQ0 whole entry, looked up): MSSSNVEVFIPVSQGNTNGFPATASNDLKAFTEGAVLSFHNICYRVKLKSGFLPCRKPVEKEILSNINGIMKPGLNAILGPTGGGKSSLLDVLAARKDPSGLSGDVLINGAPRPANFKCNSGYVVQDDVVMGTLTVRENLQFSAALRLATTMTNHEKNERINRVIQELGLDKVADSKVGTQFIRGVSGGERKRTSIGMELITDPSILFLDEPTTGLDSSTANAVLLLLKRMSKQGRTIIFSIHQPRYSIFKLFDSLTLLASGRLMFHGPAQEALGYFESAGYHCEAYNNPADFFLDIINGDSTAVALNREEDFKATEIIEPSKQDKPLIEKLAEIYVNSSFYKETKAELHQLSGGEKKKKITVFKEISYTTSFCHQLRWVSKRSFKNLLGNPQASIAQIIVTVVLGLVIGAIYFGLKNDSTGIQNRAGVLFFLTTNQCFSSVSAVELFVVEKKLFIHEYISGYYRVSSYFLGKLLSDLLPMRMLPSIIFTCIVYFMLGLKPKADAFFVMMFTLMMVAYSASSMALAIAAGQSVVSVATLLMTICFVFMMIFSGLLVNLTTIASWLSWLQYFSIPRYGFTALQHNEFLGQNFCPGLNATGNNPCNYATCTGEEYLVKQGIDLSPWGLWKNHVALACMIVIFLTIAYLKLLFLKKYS
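Measure – % inhibition of efflux relative to nicardipine and DMSO · Test system – ABCG2 IgMXP3 and barcoded ABCB1 CCRF-Adr cell mix · Control set – nicardipine as high control, DMSO as low control · Compound – one concentration, 6.6 µM final · Signal – flow cytometry of retained JC-1 fluorescence · Timing – 10 min exposure at 25 °C with rotation, no wash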
HRas wt GTP bind – modulators of GTP binding to HRas wildtype, primary screen, biochemical, bead-based flow cytometry, multiplex. GTP binding activity, % at 10 µM. GST-Ras wt beads, Bodipy-FL-GTP binding; actives lie on both sides. AID 759, 2007. 0.14% of 190,000 active. GTPase HRas (Homo sapiens), P01112;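 active = GTP binding activity at least 20% away from the 100% baseline, either lowered as inhibitor or raised as activator; inconclusive = flagged as likely green fluorescent, judged across all proteins in the well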;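 also: 0% = unlabeled GTP competition control and 100% = no-compound control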
Target sequence (P01112 whole entry, looked up): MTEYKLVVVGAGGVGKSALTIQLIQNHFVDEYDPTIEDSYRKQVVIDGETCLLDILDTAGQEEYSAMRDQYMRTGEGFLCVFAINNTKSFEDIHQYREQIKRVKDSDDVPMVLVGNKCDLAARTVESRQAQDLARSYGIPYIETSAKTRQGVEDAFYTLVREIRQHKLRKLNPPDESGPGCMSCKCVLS
Mcl1-Noxa inh – Mcl-1/Noxa binding inhibitors, primary screen, biochemical, TR-FRET, 1536-well; 1.5% of 220,000 active; inhibition, % at 21.7 µM; TR-FRET Mcl-1/Noxa peptide binding, 2 h; Induced myeloid leukemia cell differentiation protein Mcl-1 (Homo sapiens), Q07820;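 active = compounds that cut the protein-peptide binding signal by more than 50% relative to plate controls in a single-dose test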;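 also: His-tagged Mcl-1 with rhodamine Noxa BH3 peptide and terbium anti-His antibody; 0% = Mcl-1 plus Noxa peptide wells and 100% = peptide-only wells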
Avidin fluor – green autofluorescence of compounds with avidin beads – biophysical, 488/530 nm, flow cytometry, artefact control, profiling panel | compound fluorescence 488/530 nm; stronger effect = higher value | fluorescence (KMESF) at 10 µM | 0.38% of 220,000 active | AID 1775, 2009; in the data active = fluorescence above about 47; also: inactives centre near 10
ABCB1 inh – ABCB1 efflux pump inhibitors, primary screen, cell-based, multiplex, flow cytometry, ABCG2 counter-screen; CCRF-Adr cells, JC-1 efflux; AID 1326, 2008; 0.067% of 190,000 active; inhibition, % at 6.6 µM; in the data active = inhibition above about 40%;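 also: 0% = vehicle and 100% = reference inhibitor; higher value means more JC-1 retained so stronger ABCB1 efflux block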
Pf gamet viab – late stage P. falciparum gametocyte viability inhibitors, primary screen, ATP luminescence, HTS | AID 743093, 2013 | 0.065% of 150,000 active | inhibition, % at 10.9 µM | P. falciparum stage V gametocytes, 24 h;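 active = inhibition above the mean plus 3 SD of compounds within the control limits, set per campaign, cut at about 38% in these data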;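 also: 0% = DMSO wells and 100% = medium only without gametocytes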
Rac1 mut GTP – GTP binding modulators of activated mutant Rac1, primary screen, biochemical, bead-based flow cytometry, multiplex, fluorescent GTP; GST-Rac1 activated beads; actives lie on both sides; 100% means binding = to untreated wells; percent activity (GTP binding), % at 10 µM; 0.11% of 190,000 active; AID 764, 2007;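 active = GTP binding at least 20 percentage points away from the 100% baseline, in either direction, so actives lie on both sides; inconclusive = Compound likely fluorescent itself, or too few beads counted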
Rab7 wt GTP bind – modulators of GTP binding to Rab7, primary screen, biochemical, wildtype, multiplex bead flow cytometry; 0.055% of 190,000 active; GTP binding activity (percent of control), % at 10 µM; GST-Rab7 beads, fluorescent GTP binding; actives lie on both sides; untreated = 100%, excess cold GTP = 0%; Rab7 GTPase wild type (dog), Bodipy-FL-GTP binding; AID 758, 2007;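 active = fluorescent GTP binding to Rab7 beads changed by at least 20 points from the 100% baseline, either direction, mostly lower; inconclusive = compound itself probably fluorescent, or too few beads counted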;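 also: median green fluorescence of bound Bodipy-FL-GTP per Rab7 bead population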
Cdc42 wt – modulators of GTP binding to wildtype Cdc42, primary screen, biochemical, multiplex bead flow cytometry, Bodipy-GTP | GST-Cdc42 beads; actives lie on both sides | percent activity (GTP binding), % at 10 µM | 0.2% of 190,000 active | Cell division control protein 42 homolog (Homo sapiens), P60953;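 active = percent activity GTP binding at least 20 points away from the 100% baseline, either down as inhibitor or up as activator; inconclusive = compound flagged as likely green fluorescent from well-wide comparison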;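 also: median bead fluorescence of bound Bodipy-FL-GTP at 100 nM; 0% = excess unlabeled GTP control and 100% = no compound control; below 100% means less GTP binding so inhibitor and above means activator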
Target sequence (P60953 whole entry, looked up): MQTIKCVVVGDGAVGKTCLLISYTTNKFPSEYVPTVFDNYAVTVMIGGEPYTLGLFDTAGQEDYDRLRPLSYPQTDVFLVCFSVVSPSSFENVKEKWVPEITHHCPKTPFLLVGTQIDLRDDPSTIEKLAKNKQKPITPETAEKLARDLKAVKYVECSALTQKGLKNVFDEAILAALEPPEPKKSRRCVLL
Active calls of the source: *; ? = inconclusive; . = not tested or not shown. Random draw from the library. Share with any hit: about 2.3%.

SMILES	Rac1 wt GTP bind	Rab2A wt mod	ABCG2 block	HRas wt GTP bind	Mcl1-Noxa inh	Avidin fluor	ABCB1 inh	Pf gamet viab	Rac1 mut GTP	Rab7 wt GTP bind	Cdc42 wt
Cc1ccc2cc(CN(Cc3cccs3)Cc3nnnn3CC3CCCO3)c(=O)[nH]c2c1 (stereo not given)	96.0	97.0	6.0	96.0	11.4	18	2.2	3.1	93.0	94.0	97.0
O=C(OC(C(=O)NC1CCCCC1)c1ccccn1)c1cccs1 (stereo not given)	94.0	90.0	0.1	92.0	7.8	33	0.1	.	92.0	92.0	94.0
CCOC(=O)c1c(NC(=S)Nc2cc([N+](=O)[O-])ccc2OC)sc2c1CCCCC2	98.0	97.0	-0.5	98.0	21.1	6	-0.2	.	95.0	100.0	96.0
COc1ccccc1N=Cc1c(C)c(C#N)c2[nH]c3ccccc3n2c1=O	91.0	93.0	1.1	96.0	38.0	26	-0.1	-9.1	92.0	98.0	93.0
CCOC(=O)c1ccc(NC(=O)CCOc2ccc(C)cc2)cc1	107.0	100.0	0.6	103.0	-9.4	34	0.2	33.4	101.0	102.0	103.0
CC(C)c1ccccc1-n1c(SCC(=O)c2ccc3c(c2)NC(=O)CO3)nc2ccccc2c1=O	104.0	99.0	10.2	97.0	-36.7	10	26.9	23.7	94.0	97.0	96.0
Cc1cccc(CSC2=NCCN2C(=O)C2CC2)c1	97.0	96.0	0.3	98.0	-8.1	16	0.1	4.8	96.0	93.0	97.0
O=C(c1ccc(CNc2c(NC3CCCCC3)c(=O)c2=O)cc1)N1CCc2ccccc21	91.0	93.0	-1.6	92.0	21.6	4	-1.0	.	95.0	92.0	94.0
COc1ccc(-c2cc(C(F)F)n3ncc(C(=O)Nc4ccc(C(=O)N5CCOCC5)cc4)c3n2)cc1	94.0	94.0	2.6	97.0	10.6	15	3.9	3.0	95.0	100.0	94.0
CC1CN(C(=O)c2cc3cc([N+](=O)[O-])ccc3oc2=O)CC(C)O1 (stereo not given)	97.0	98.0	-0.4	97.0	-24.6	5	0.1	3.1	96.0	101.0	95.0
CCCCCCCCCC(=O)Nc1cccnc1	102.0	99.0	-0.2	101.0	10.8	12	0.0	.	97.0	108.0	101.0
O=C(NCC1CCCO1)c1cc2ccccc2nc1Cl (stereo not given)	98.0	101.0	6.6	98.0	-12.7	8	1.9	-0.6	95.0	106.0	97.0
Cc1ccc(S(=O)(=O)c2ccc(-n3nc(C)cc3N)cc2)cc1	96.0	96.0	2.8	94.0	11.5	25	1.4	7.0	96.0	95.0	98.0
O=C(C[n+]1cccc(NC(=O)c2ccccc2)c1)c1ccccc1	98.0	99.0	0.9	101.0	19.9	34	0.2	.	98.0	100.0	102.0
COc1ccc(C(=O)Nc2ccc(S(=O)(=O)NCc3ccco3)cc2)cc1OC	98.0	92.0	2.0	96.0	15.9	31	0.1	-35.2	97.0	91.0	98.0
CCC(Sc1nc(C)cc(=O)[nH]1)C(=O)Nc1sc2c(c1C#N)CCCC2 (stereo not given)	101.0	99.0	-0.3	99.0	4.2	8	-0.1	-4.9	95.0	96.0	103.0
O=C(CSc1nnc(Cc2ccccc2)n1-c1ccc(Cl)cc1)N1CCOCC1	105.0	101.0	2.6	100.0	13.7	14	1.1	.	97.0	98.0	99.0
CCN1/C(=C/C=C/C=C/c2sc3ccccc3[n+]2CC)Sc2ccccc21	89.0	57.0*	0.0	51.0*	-252.2	.	-1.4	.	?	.	63.0*
O=C(CCCn1c(=O)c2ccccc2n(Cc2cccc(F)c2)c1=O)NC1CCN(Cc2ccccc2)CC1	97.0	96.0	1.0	97.0	11.2	13	0.8	-6.8	96.0	101.0	94.0
COc1ccc(OC)c(CNC(=O)C2CCN(S(=O)(=O)N3CCCC3)CC2)c1	107.0	103.0	8.2	102.0	0.1	26	1.2	-16.1	98.0	101.0	104.0
O=C(COc1ccc(Cl)cc1Cl)Nc1nnc(C2=COCCO2)o1	97.0	94.0	1.4	94.0	-42.0	6	-0.2	.	93.0	104.0	92.0
O=C(O)CCNC(=O)c1ccccc1	102.0	98.0	1.7	98.0	21.4	7	0.5	.	101.0	102.0	99.0
CCc1cccc(NS(=O)(=O)c2ccc3c(c2)NC(=O)CC(=O)N3)c1	99.0	97.0	29.4	95.0	14.5	11	1.1	11.9	94.0	96.0	100.0
CSc1nc(C)cc(SCCO)n1	105.0	102.0	0.0	102.0	2.0	5	-0.1	.	99.0	100.0	102.0
N=C1C(c2nc3ccccc3[nH]2)=C(O)CN1c1ccc(F)cc1	104.0	98.0	3.5	101.0	-67.0	10	0.5	.	98.0	101.0	100.0
Cc1ccc(-c2noc(-c3ccccc3F)n2)cc1	96.0	95.0	5.3	95.0	10.9	9	1.0	15.0	95.0	96.0	95.0
Cc1cccc(NC2=NCC(=O)N2CCc2ccccc2)c1	99.0	99.0	2.2	99.0	8.2	32	0.4	.	99.0	100.0	101.0
COC(=O)CSc1nnc(-c2ccncc2)o1	103.0	101.0	1.7	100.0	6.0	16	0.4	8.8	101.0	99.0	103.0
CSc1nnc2c(n1)OC(c1ccc(C(=O)O)cc1)N(C(C)=O)c1ccccc1-2 (stereo not given)	106.0	97.0	0.4	98.0	8.2	8	0.2	.	101.0	99.0	102.0
CC1(C)CC(O)CC(C)(C)N1CC(O)COCCOc1ccc(Br)cc1 (stereo not given)	98.0	98.0	2.7	99.0	-0.2	11	0.7	9.5	98.0	98.0	100.0
CCOC(=O)C1CCN(C(C(=O)NC2CCCCC2)c2ccc(OC)cc2)CC1 (stereo not given)	102.0	102.0	1.1	101.0	9.1	6	0.6	.	101.0	101.0	103.0
COc1cccc(-c2cc(C(=O)Nc3ccn(Cc4ccc(C)cc4)n3)no2)c1	99.0	94.0	7.8	95.0	14.1	9	1.1	9.8	95.0	101.0	102.0
O=C(NC(=S)Nc1ccc2c(c1)OCO2)c1ccccc1	112.0	102.0	1.1	105.0	20.4	12	0.1	.	103.0	102.0	108.0
CC(SCc1ccccc1)C(=O)Nc1ccccc1-c1ccccc1 (stereo not given)	99.0	99.0	21.9	98.0	-3.0	15	1.2	-10.4	98.0	102.0	97.0
O=C(NCCCc1nc2ccccc2[nH]1)c1ccc(F)cc1	99.0	101.0	1.0	101.0	2.1	21	0.3	.	94.0	105.0	98.0
COc1ccccc1NS(=O)(=O)c1cc(NC(=O)CNC(=O)c2ccc(C)s2)ccc1Cl	96.0	91.0	-2.0	94.0	-6.0	1	-1.1	2.0	92.0	93.0	95.0
CC(C)CCNC(=O)c1ccc(Cl)c(NC(=O)c2ccccc2F)c1	95.0	98.0	2.4	96.0	-3.2	7	0.6	-3.9	94.0	98.0	95.0
CC1CCC(NC(=O)CN2CCCN(Cc3ccc(F)cc3Cl)C2=O)CC1 (stereo not given)	110.0	103.0	3.2	101.0	-2.2	10	0.8	.	100.0	101.0	102.0
CCCCNc1ccccc1C(=O)OCC(=O)Nc1ccc(S(N)(=O)=O)cc1	100.0	97.0	-0.5	99.0	20.6	9	-0.2	-5.9	97.0	97.0	98.0
CC(=O)Nn1c(C)nnc1-n1nc(C)cc1C	101.0	96.0	9.6	99.0	-1.5	8	2.8	.	97.0	96.0	99.0
COc1ccc(CCNC(=O)CCn2c(=O)oc3ccccc32)cc1	104.0	98.0	0.8	100.0	-17.7	23	0.1	.	100.0	103.0	105.0
O=C1CN(CC(=O)N2CCCCC2)c2ccccc2O1	104.0	103.0	1.3	105.0	9.3	14	0.3	-18.6	102.0	101.0	106.0
O=C(Nc1ccc(N2CCN(Cc3ccccc3)CC2)cc1)c1ccccc1[N+](=O)[O-]	105.0	105.0	2.4	103.0	16.8	15	0.5	-2.4	98.0	110.0	101.0
Clc1nc2sccn2c1/C=N/n1cnc2ccccc21	?	?	0.6	?	-14.0	35	0.5	-3.7	?	?	?
CCN(CC)S(=O)(=O)c1ccc(NC(=O)C(C)N(c2ccc(OC)cc2)S(C)(=O)=O)cc1 (stereo not given)	106.0	102.0	5.6	102.0	18.8	11	0.9	.	98.0	102.0	102.0
O=C(CSc1cn(CC(=O)N2CCCC2)c2ccccc12)NCC1CCCO1 (stereo not given)	100.0	98.0	2.3	98.0	1.0	22	0.4	5.7	98.0	100.0	99.0
O=C(NC(=S)Nc1ccccc1N1CCOCC1)c1sc2ccccc2c1Cl	?	?	2.1	?	26.3	17	1.3	7.8	?	?	?
COc1ccccc1NC(=O)COc1ccc(/C=N/NS(=O)(=O)c2ccc(C)cc2)cc1	105.0	101.0	0.1	104.0	0.8	32	0.0	.	99.0	102.0	104.0
CCN(C(=O)c1cc2cccc(OC)c2oc1=O)C1CCCCC1	99.0	97.0	3.1	98.0	-5.7	112*	1.1	.	94.0	95.0	95.0
COc1ccccc1OCC(=O)NCCSCc1ccc(Cl)cc1	100.0	98.0	-1.1	98.0	11.2	16	-0.1	.	95.0	97.0	101.0
Cc1cccc(-n2c(=O)[nH]c3c(C(N)=O)nc(C(C)C)nc32)c1	89.0	93.0	2.5	93.0	3.0	6	0.1	.	92.0	95.0	93.0
O=C1CCCC2=C1C(c1cccc(O)c1)c1c(ccc3ncccc13)N2 (stereo not given)	106.0	100.0	12.0	100.0	11.6	10	1.2	-2.8	95.0	110.0	96.0
COC(=O)C1=C(C)N(CCc2ccccc2)C(=O)C1	108.0	100.0	6.4	103.0	0.0	21	0.2	-8.0	102.0	98.0	106.0
CCC1(CC)NC(=O)N(CC(=O)OCC(=O)NC(=O)c2ccc(Cl)cc2)C1=O	100.0	96.0	5.0	97.0	19.7	5	1.0	-5.0	96.0	104.0	96.0
CCOc1cc(C2NC(=S)NC(C)=C2C(=O)Nc2ccc(OC)cc2)ccc1O (stereo not given)	107.0	96.0	-3.6	100.0	9.3	2	-0.5	.	101.0	101.0	98.0
